RXFP1 agonist – RXFP1 (human) receptor agonism; Q9HBX9; HEK293T-RXFP1 cAMP TR-FRET, 30 min; response scale: percent of porcine relaxin response, buffer zero; Potency, µM (titrated, usually from 57.5 µM), without a hit: at the top dose activation, hits mostly activators; hit rate 0.3% among 370,000; active means well fitted activation curve with a large enough effect; inconclusive means small, poorly fitted or top-dose-only effect; further: potency means the concentration at half of the fitted maximal effect; on the % scale 0 is the no-effect control and ±100 the full control effect; nearly all actives have a fitted effect of over 60% in size; many of its hits are not listed in these tables
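HEK293 cells stably expressing RXFP1, treated 30 min at 37C with compounds plus PDE4 inhibitor Ro 20174; cAMP measured by HTRF TR-FRET. Normalized to buffer and 29 nM porcine relaxin; EC50 by Hill fit.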
RXFP1 antag – RXFP1 (human) relaxin receptor antagonism. hit rate 0.59% among 350,000. activity change, negative = inhibition, % at 57.5 µM. Q9HBX9. HEK293-RXFP1, relaxin-stimulated cAMP HTRF, 30 min; hits give low values;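 active means activity change of -60% or lower, but not beyond a set lower limit; inconclusive means change between -60% and -40%, or beyond the set limit; inactive means change above -40%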; further: on the % scale 0 is the no-effect control and ±100 the full control effect
D2 agonist – agonists of human D2 dopamine receptor; P14416; HEK293 T-REx D2 cells, calcium flux agonist mode; activation, % at 2 µM; hit rate 0.53% among 340,000;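 active means activation over 3 SD above normal in the single-dose calcium agonist read, cut at about 30% in these data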; further: 0% is about no effect
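Calcium-flux readout, 1 cycle/sec over 180 s following compound pin transfer, in inducible HEK293 Trex D2 cells (force-coupled); dopamine controls included. Positive calcium responses during this window marked compounds as potential agonists.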
D1 antagonist – antagonists of human D1 dopamine receptor; hit rate 3.2% among 360,000; AID 504652; activity change, negative = inhibition, % at 10 µM; HEK293 TREx D1 cells, calcium flux, dopamine EC80; hits give low values; P21728; in the data active means activity change below about -30%; further: on the % scale 0 is the no-effect control and ±100 the full control effect
Target sequence (P21728 whole entry, looked up): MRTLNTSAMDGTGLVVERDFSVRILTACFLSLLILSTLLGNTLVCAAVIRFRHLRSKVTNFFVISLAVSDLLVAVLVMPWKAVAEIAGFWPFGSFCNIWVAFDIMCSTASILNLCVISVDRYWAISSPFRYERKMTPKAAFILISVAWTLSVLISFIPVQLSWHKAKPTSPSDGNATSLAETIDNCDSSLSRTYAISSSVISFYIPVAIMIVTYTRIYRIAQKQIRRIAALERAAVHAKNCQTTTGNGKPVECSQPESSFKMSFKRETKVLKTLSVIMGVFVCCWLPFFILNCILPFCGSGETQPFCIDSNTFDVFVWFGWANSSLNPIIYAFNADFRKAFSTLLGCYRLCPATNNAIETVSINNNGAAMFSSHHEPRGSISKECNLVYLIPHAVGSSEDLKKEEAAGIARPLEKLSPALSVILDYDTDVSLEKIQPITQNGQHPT
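Tetracycline-induced HEK293 Trex D1 cells, force-coupled to calcium, dye-loaded; compounds added and read 180 s, then EC80 dopamine added and calcium flux tracked kinetically another 180 s.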
D2 antag – antagonists of human D2 dopamine receptor. HEK293 TREx D2 cells, calcium flux, dopamine EC80. inhibition, % at 10 µM. hit rate 2% among 340,000. P14416. AID 485344; in the data active means inhibition above about 30%; further: 0% is about no effect
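Calcium mobilization kinetics were recorded at 1 s intervals in tetracycline-induced HEK293 T-REx D2 cells, first for 180 s after compound addition and then 180 s after EC80 dopamine.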
D1 PAM – potentiators of human D1 dopamine receptor. HEK293 TREx D1 cells, calcium flux, dopamine EC20 potentiation. potentiation, % at 10 µM. hit rate 0.036% among 360,000; in the data active means potentiation above about 30%; further: 0% is about no effect
D2 potentiator – positive allosteric modulators of human D2 dopamine receptor | potentiation, % at 10 µM | AID 485347 | P14416 | hit rate 0.34% among 340,000 | HEK293 T-REx D2, calcium flux, EC20 dopamine potentiation;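 active means potentiation over 3 SD above the plate norm, cut at about 30% in these data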; further: 0% is about no effect
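Potentiation of an EC20 dopamine calcium response is measured in a force-coupled, tetracycline-inducible Hek293 Trex D2 line. Compound-only kinetic reads over 180 s flag agonists before dopamine addition.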
D1 ag – human D1 receptor agonism. HEK293 T-REx D1 cells, calcium flux, agonist mode. activation, % at 2 µM. hit rate 1% among 360,000. P21728; in the data active means activation above about 30%; further: 0% is about no effect
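Tetracycline-induced HEK293 TREx D1 cells, force-coupled to calcium signalling, were dye-loaded with a no-wash calcium kit. Compound was pin-added after a 10 s baseline. Fluorescence was read kinetically at 1 cycle/s for 180 s, with calcium rises flagged as agonism.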
TRHR PAM – allosteric enhancers of human TRH receptor; enhancement, % at 2 µM; hit rate 0.66% among 360,000; TRHR cells, fluo-8 calcium fluorescence, EC20 TRH enhancement; in the data active means enhancement above about 30%; further: 0% is about no effect
Target sequence (P34981 whole entry, looked up): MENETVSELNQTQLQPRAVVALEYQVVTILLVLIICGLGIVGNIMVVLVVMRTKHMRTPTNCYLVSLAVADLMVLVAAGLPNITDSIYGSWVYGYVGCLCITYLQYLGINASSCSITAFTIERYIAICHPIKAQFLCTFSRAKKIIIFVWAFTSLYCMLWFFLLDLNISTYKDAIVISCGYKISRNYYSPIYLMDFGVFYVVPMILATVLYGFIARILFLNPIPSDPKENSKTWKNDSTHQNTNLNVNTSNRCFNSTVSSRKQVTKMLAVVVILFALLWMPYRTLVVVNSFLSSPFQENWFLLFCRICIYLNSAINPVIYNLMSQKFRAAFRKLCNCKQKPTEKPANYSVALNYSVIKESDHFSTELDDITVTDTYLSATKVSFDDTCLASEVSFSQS
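Enhancer read-out: after compound pinning and an initial kinetic agonist-mode read, an EC20 of TRH (10 nM final) was injected and fluo-8 calcium signal (Ex 480/Em 530) followed at 1 s/cycle for 100 cycles in TRHR-expressing cells.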
Starred values were filed as active, the others as inactive; ? = inconclusive; · = not tested or not shown; & = joins results of further samples; [ ] = dose if it differs, or a comment. This is a subset; rates above refer to the full screens.

SMILES	RXFP1 agonist	RXFP1 antag	D2 agonist	D1 antagonist	D2 antag	D1 PAM	D2 potentiator	D1 ag	TRHR PAM
CC(C)n1c(N)c(C#N)c2ccc([N+](=O)[O-])cc2c1=O	2.6%	10	1.9	-3	7	-1	-8	4	2
COc1ccc2c(c1OC)C(=O)N(c1ccc(C)cc1)C2=O	1.7%	-6	0.2	-19	-1	-9	14	0	-6
CC(=O)c1ccc(-c2ccc(C(=O)Nc3nc(C)c(C(C)=O)s3)o2)cc1	1.3%	1	0.2	-3	1	-2	0	1	10
O=C(Cc1ccccc1)Nc1nnc(-c2cccs2)s1	1.0%	-7	1.9	-3	-22	-2	·	1	1
Cc1cc(C)cc(Oc2nc(C(F)(F)F)nc3ccccc23)c1	-0.8%	-15	-0.2	3	7	-4	8	2	-3
O=C(COC(=O)C1CCCCC1)Nc1ccc(N2CCCCC2)cc1	0.6%	-5	2.4	-30*	8	-1	17	-1	-4
CCN(CC)CC(=O)Nc1ccccc1SCC(=O)Nc1ccsc1C(=O)OC	0.4%	0	-1.4	-2	-1	5	12	13	6
Cc1ccc(Cn2nc(C)c(NC(=O)C3CC3)c2C)cc1	-1.0%	-1	1.2	-5	-22	2	12	0	-2
CCOc1cc(C(N)=O)cc(Cl)c1OCC	1.8%	3	0.0	2	-1	6	-5	1	1
CC(C)(C)c1ccc(NC(=O)COC(=O)c2ccc(NS(=O)(=O)c3ccc(F)c(F)c3)cc2)cc1	0.0%	-11	-1.4	-9	-8	3	-2	3	-5
Cn1cnc2cc(NCc3ccccc3O)ccc21	1.1%	3	1.4	10	7	2	19	4	-8
COc1ccc(NC(=O)CN2C(=O)CCc3cc(S(=O)(=O)N4CCOCC4)ccc32)c(OC)c1	-0.2%	·	1.3	5	·	-1	-4	1	-1
Cc1ccc(SCC(=O)c2ccc[nH]2)cc1	1.4%	-15	1.7	2	28	-4	10	3	-1
COc1cccc(C(=O)N/N=C(\C)CC(=O)Nc2ccc(N(C)C)cc2)c1	-7.0%	-3	0.4	3	-3	-1	-5	1	-4
NS(=O)(=O)c1ccc(CNC(=O)/C=C/c2ccc(Cl)c(Cl)c2)cc1	-0.7%	-4	-0.1	4	-3	2	-3	3	15
COc1ccc(CCNC(=O)C2CC(c3ccccc3C(F)(F)F)=NO2)cc1 (stereo not given)	1.1%	·	0.2	2	-8	-2	-8	14	-9
O=C(O)C1=CC[C@@H](c2ccc(Cl)cc2)N(S(=O)(=O)c2ccc(Cl)cc2)[C@H]1c1ccc(F)cc1	-0.1%	·	-0.8	16	-9	7	8	1	-5
CCOc1cccc2cc(C(=O)N3CCc4ccccc43)c(=O)oc12	0.3%	2	0.0	8	23	-2	-2	-1	-1
Cc1cc(CC(=O)O)n(C)c1C(=O)c1ccc(Cl)cc1	0.4%	-22	1.5	·	5	2	18	-3	4
CCCNc1c(N)n(-c2ccccc2)c(=O)[nH]c1=O	2.7%	0	1.1	0	5	16	-4	1	29
COc1ccc(CNC(=O)COC(=O)CN2C(=O)COc3ccccc32)cc1	-0.9%	-18	·	-6	·	-5	·	5	5
N#CCC(=O)Nc1ccc(C(=O)OCC(=O)NCCCc2ccccc2)cc1	0.0%	0	0.6	-3	14	-7	4	4	4
CC1SC(=NC(=O)c2ccncc2)NC1=O (stereo not given)	-0.9%	-5	1.2	-5	0	-4	4	2	2
CCN(CC)CCNC(=O)Cn1cnc2sc(C)c(S(=O)(=O)N3CCN(c4ccccc4OC)CC3)c2c1=O	2.8%&-2.9%	-9&1	0.3&0.3	-15&-9	-8	-2&1	-11	-3&-1	-4&2
COc1ccc(NC(=O)c2cc(CN3C(=O)c4ccccc4C3=O)ccc2OC)cn1	7.0%	1	0.3	0	-16	1	9	0	13
CCC(=O)Nc1nnc(SCC(=O)N2c3ccccc3CC2C)s1 (stereo not given)	0.0%	-8	-0.9	3	-12	0	18	-1	6
CCc1nc2ccccc2c(C(=O)Oc2cccc3cccnc23)c1C	6.7%	3	-0.5	-7	3	-6	1	2	-6
O=[N+]([O-])c1ccc2c(c1)C(O)n1ncnc1S2 (stereo not given)	5.3%	-7	1.6	-4	0	11	-3	1	-7
N#Cc1ccc2c(c1)C[C@]1(CCCCN3C(=O)c4ccccc4C3=O)Oc3c(c(=O)oc4ccccc34)C2O1	1.3%[11.5 µM]	·	·	7	·	-1	·	1	-5
Cc1ccc(C23CC4CC(CC(C(=O)OCC(=O)NC5CCS(=O)(=O)C5)(C4)C2)C3)cc1 (stereo not given)	0.5%	-5	·	-3	·	-4	·	2	-12
CCCC(C(=O)Nc1ccc(S(=O)(=O)N2CCOCC2)cc1)c1ccccc1 (stereo not given)	1.1%	4	3.2	-7	-7	-1	5	37*	8
O=C1CSC(c2ccc(Cl)c(Cl)c2)N1c1nccs1 (stereo not given)	1.6%	-10	·	2	·	-6	·	10	3
O=C(COC(=O)c1ccccc1OCc1ccc(F)cc1)NCC1CCCO1 (stereo not given)	-2.7%	1	·	3	·	0	·	1	6
O=C(NC(Cc1c[nH]c2ccccc12)C(=O)O)/C(=C\c1ccc2c(c1)OCO2)NC(=O)c1ccccc1 (stereo not given)	2.0%	-12	0.3	-1	-20	3	-8	5	2
CN(C)S(=O)(=O)c1cccc(NC(=O)CNCC2CCCCC2)c1	3.7%	11	0.1	-8	55*	0	-24	10	-3
COc1ccc(N=Cc2c(O)[nH]c3ccccc23)cc1OC	0.7%	-24	-1.3	-19	-3	-6	3	-1	-3
FC(F)(F)c1ccc(/C=N/NC(=S)NC2CCCCC2)cc1	1.5%	-16	0.9	-5	-16	-2	0	4	7
CCOC(=O)C1CCCN(C(=O)c2cc3ccc(OC)cc3[nH]2)C1 (stereo not given)	1.7%	-8	0.6	-9	-19	-11	-4	7	10
CCOc1ccc(C(=O)CCC(=O)NCC(=O)Nc2c(C)cccc2C)cc1	3.0%	1	0.1	-1	10	-6	-4	0	-6
O=C(O)CCSc1nnc(-c2ccncc2)n1-c1ccccc1	1.6%	-1	-0.1	-8	15	-12	13	0	-5
COc1ccc([C@@H]2[C@@H]3C(=O)N(C(C)(C)C)C(=O)[C@@H]3[C@]3(C)C(=O)N(c4ccc(C(F)(F)F)cc4)C(=O)N23)cc1	0.6%	·	-0.1	-15	8	-6	-8	2	-1
Cc1cc(C(F)F)n2nc(C(=O)Nc3ccc(S(=O)(=O)N4CCCC4)cc3)nc2n1	-0.2%	-11	-0.7	6	-16	3	7	2	7
COc1ccccc1/C=N/OC(=O)c1ccc(F)cc1	1.3%	-4	0.9	6	-4	-5	6	2	-4
Cc1ccc(S(=O)(=O)N(C)CCCC(=O)Nc2cc(C)ccc2C)cc1	6.0%	·	-0.5	-3	18	-5	-6	9	2
COc1ccccc1NC(=O)COc1ccc(CO)cc1Cl	0.6%	5	-0.1	-25	5	-3	1	4	-2
COC(=O)c1nnn(-c2nonc2N)c1-c1cccs1	-2.3%	5	0.2	-14	9	-2	-5	2	-3
O=C1CCCN1CCNC(=S)Nc1ccccc1	1.9%	-30	-0.1	-4	-5	-2	-3	3	8
Cc1noc(NS(=O)(=O)c2ccc(NC(=O)C(C)C)cc2)c1C	5.0%	-19	0.1	6	-12	-9	1	6	0
COc1cccc(-c2cc3c(=O)n(-c4ccccc4)c(=S)[nH]c3s2)c1	?	-3	-0.6	-2	-5	1	-2	2	-3
COc1ccc(/C=C2\SC(=O)N(CCC(=O)Nc3ccc(S(=O)(=O)Nc4nccs4)cc3)C2=O)cc1	-0.4%	-36	-0.1	-2	-6	2	-17	2	-5

Reformatted with two lines to a compound: part of the list above.
Order of results: RXFP1 agonist, RXFP1 antag, D2 agonist, D1 antagonist, D2 antag, D1 PAM, D2 potentiator, D1 ag, TRHR PAM
O=C(NC(Cc1c[nH]c2ccccc12)C(=O)O)/C(=C\c1ccc2c(c1)OCO2)NC(=O)c1ccccc1 (stereo not given)
  2.0%, -12, 0.3, -1, -20, 3, -8, 5, 2
COc1ccc(CCNC(=O)C2CC(c3ccccc3C(F)(F)F)=NO2)cc1 (stereo not given)
  1.1%, ·, 0.2, 2, -8, -2, -8, 14, -9
CCOc1cccc2cc(C(=O)N3CCc4ccccc43)c(=O)oc12
  0.3%, 2, 0.0, 8, 23, -2, -2, -1, -1
CCOC(=O)C1CCCN(C(=O)c2cc3ccc(OC)cc3[nH]2)C1 (stereo not given)
  1.7%, -8, 0.6, -9, -19, -11, -4, 7, 10

The list goes on.
canonical_smiles | RXFP1 agonist | RXFP1 antag | D2 agonist | D1 antagonist | D2 antag | D1 PAM | D2 potentiator | D1 ag | TRHR PAM
CCCCc1ccc(/C(C)=N/NC(=O)C2CCCC2)cc1 | -1.0% | -9 | -0.2 | -1 | 0 | 0 | 6 | 2 | 1
COC(=O)c1cc(C#N)c(OC(C)C)nc1C | 0.6% | -4 | 0.2 | -15 | -6 | -5 | 0 | 0 | -3
CC(C)[C@H](NC(=O)c1c(F)cccc1F)C(=O)Nc1cccc(Br)c1 | 2.4% | -5 | 0.3 | 7 | 1 | -6 | 5 | 0 | -16
CCOC(=O)N1CCc2c(sc(NCc3sccc3C)c2C(=O)Nc2ccc(OC)cc2OC)C1 | 4.8% | -6 | 1.5 | -2 | · | -1 | -7 | 2 | -6
COc1ccc(Cl)cc1N1C(=O)C2CCCN2C1c1sccc1C (stereo not given) | -0.5% | -10 | -0.3 | -5 | -2 | -5 | 0 | 3 | -1

Exported field by field: entries from further up.
Compound: COC(=O)c1cc(C#N)c(OC(C)C)nc1C
  RXFP1 agonist = 0.6% | RXFP1 antag = -4 | D2 agonist = 0.2 | D1 antagonist = -15 | D2 antag = -6 | D1 PAM = -5 | D2 potentiator = 0 | D1 ag = 0 | TRHR PAM = -3

Compound: CC(C)[C@H](NC(=O)c1c(F)cccc1F)C(=O)Nc1cccc(Br)c1
  RXFP1 agonist = 2.4% | RXFP1 antag = -5 | D2 agonist = 0.3 | D1 antagonist = 7 | D2 antag = 1 | D1 PAM = -6 | D2 potentiator = 5 | D1 ag = 0 | TRHR PAM = -16

Compound: CCOC(=O)N1CCc2c(sc(NCc3sccc3C)c2C(=O)Nc2ccc(OC)cc2OC)C1
  RXFP1 agonist = 4.8% | RXFP1 antag = -6 | D2 agonist = 1.5 | D1 antagonist = -2 | D2 antag = · | D1 PAM = -1 | D2 potentiator = -7 | D1 ag = 2 | TRHR PAM = -6

Compound: COc1ccc(Cl)cc1N1C(=O)C2CCCN2C1c1sccc1C (stereo not given)
  RXFP1 agonist = -0.5% | RXFP1 antag = -10 | D2 agonist = -0.3 | D1 antagonist = -5 | D2 antag = -2 | D1 PAM = -5 | D2 potentiator = 0 | D1 ag = 3 | TRHR PAM = -1
